# Assay outcomes as filed in PubChem BioAssay.
# CAL PDZ FP-1 = inhibitors of human CAL PDZ peptide binding; inhibition, % at 24.9 µM; purified CAL PDZ, TMR-peptide fluorescence polarization, 1 h; AID 602252; actives 0.92% (n = 300,000);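 active means mean inhibition of at least 30% with at least half of replicates also reaching 30%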;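 further: 0% = DMSO neutral control and 100% = excess unlabeled competitor peptide PRC23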
# C-LANA FP = blocks KSHV LANA C-terminal domain binding to DNA. MBP-C-LANA/FAM-LBS DNA binding, fluorescence polarization. inhibition, % at 9 µM. actives 0.078% (n = 340,000);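 active means highest replicate inhibition at or above 60% at 9 µM, even if other replicates fall short; inactive means all replicates below 60% inhibition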;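 further: 0% = neutral control wells and 100% = 4 µM acridine orange control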
# RTF Ca sens inh = cardiac RTF calcium desensitization; actives 0.12% (n = 340,000); inhibition, % at 7.15 µM; AID 493244; IANBD-labeled cardiac RTF, Ca2+ fluorescence; P19429+P45379;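 active means inhibition above the mean inhibition of all tested compounds plus 3 SD, cut at about 17% in these data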;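 further: assay run at fixed EC70 calcium of 1.6 mM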
# Keap1-Nrf2 PPI = Keap1-Nrf2 (human) interaction inhibition. Q14145. Keap1 Kelch-Nrf2 peptide fluorescence polarization, 1536-well. inhibition, % at 9.4 µM. actives 0.15% (n = 340,000); in the data active means inhibition above about 12%;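 further: human Keap1 Kelch domain with fluorescein labeled Nrf2 9mer peptide probe; 0% = neutral control wells and 100% = peptide positive control; higher means more block of Keap1 binding to Nrf2 peptide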
# DAGLB inh = diacylglycerol lipase beta (human) inhibition. Q8NCG7. HEK293T DAGLB membrane lysate, EnzChek fluorogenic substrate. inhibition, % at 5.17 µM. actives 0.059% (n = 340,000). AID 504411; in the data active means inhibition above about 34%;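 further: 0% = enzyme with vehicle and 100% = wells lacking enzyme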
# NSD2 HMT inh = inhibitors of human histone methyltransferase NSD2. O96028. NSD2 peptide methylation, AlphaScreen, 120 min. inhibition, % at 12.5 µM. actives 0.54% (n = 310,000). AID 743445; in the data active means inhibition above about 50%
# CAL PDZ FP-2 = inhibitors of human CAL PDZ peptide binding. purified CAL PDZ, TMR-peptide fluorescence polarization, 1 h. actives 0.02% (n = 330,000). AID 504414. inhibition, % at 20 µM. Q9HD26;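 active means highest replicate inhibition of at least 40%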;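 further: plate controls were DMSO neutral control wells for no effect and unlabeled competitor peptide control wells for full effect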
#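 Material – purified CerCALP PDZ construct · Detection – FP readout, S and P plane fluorescence · Measure – percent inhibition from loss of millipolarization · Controls – unlabelled peptide for full inhibition, DMSO wells as neutral · Probe or stimulus – TMR-labelled reporter peptide T*-PRC34 bound in PDZ groove · Times – 1 h at RT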
# Arr AP2 block = human beta-arrestin and AP2 interaction inhibition. actives 0.31% (n = 340,000). AID 504490. inhibition, % at 10 µM. FITC-arrestin peptide / GST-AP2 beads, flow cytometry; AP2 beta2 appendage carries R879A mutation;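 active means inhibition above a set limit, near 3 SD of compounds lacking own fluorescence, cut at about 54% in these data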;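 further: plate controls were DMSO wells for no effect and 5 µM unlabelled arrestin peptide for full effect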
#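 System: GST-AP2 R879A glutathione beads | Also added: FITC-arrestin peptide, 50 nM | Times: 12 min plus 1 h, RT | Signal: Bead flow cytometry, FITC channel | Buffer or medium: PBS with 0.05% Tween 20 and 0.1% BSA | Read-out basis: Percent drop in bead-associated FITC signal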
# V-ATPase pHluor = yeast V-ATPase proton transport regulation by pHLuorin; AID 504577; S. cerevisiae, pHLuorin cytosolic pH fluorescence; response, % at 10 µM; actives 0.37% (n = 350,000); in the data active means response mostly above about 7.3%, no sharp cut-off; inactive means mostly below about 5.4%; further: actives read high; inactives centre near 0; some compounds called inactive have numbers as strong as hits
# DSG3 Ab inh = blocks pemphigus antibody binding to human desmoglein-3 | P32926 | DSG3-coupled beads, scFv-anti-DSG3-GFP binding, flow cytometry; active compounds read low | binding (percent of control), % at 10 µM | actives 0.48% (n = 310,000) | AID 588358;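 active means binding more than 3 SD below its plate's average and above zero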;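 further: hits lower antibody fragment binding to DSG3; some compounds called inactive have numbers as strong as hits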
# Target sequence (P32926 whole entry, looked up, the tested form may be a part): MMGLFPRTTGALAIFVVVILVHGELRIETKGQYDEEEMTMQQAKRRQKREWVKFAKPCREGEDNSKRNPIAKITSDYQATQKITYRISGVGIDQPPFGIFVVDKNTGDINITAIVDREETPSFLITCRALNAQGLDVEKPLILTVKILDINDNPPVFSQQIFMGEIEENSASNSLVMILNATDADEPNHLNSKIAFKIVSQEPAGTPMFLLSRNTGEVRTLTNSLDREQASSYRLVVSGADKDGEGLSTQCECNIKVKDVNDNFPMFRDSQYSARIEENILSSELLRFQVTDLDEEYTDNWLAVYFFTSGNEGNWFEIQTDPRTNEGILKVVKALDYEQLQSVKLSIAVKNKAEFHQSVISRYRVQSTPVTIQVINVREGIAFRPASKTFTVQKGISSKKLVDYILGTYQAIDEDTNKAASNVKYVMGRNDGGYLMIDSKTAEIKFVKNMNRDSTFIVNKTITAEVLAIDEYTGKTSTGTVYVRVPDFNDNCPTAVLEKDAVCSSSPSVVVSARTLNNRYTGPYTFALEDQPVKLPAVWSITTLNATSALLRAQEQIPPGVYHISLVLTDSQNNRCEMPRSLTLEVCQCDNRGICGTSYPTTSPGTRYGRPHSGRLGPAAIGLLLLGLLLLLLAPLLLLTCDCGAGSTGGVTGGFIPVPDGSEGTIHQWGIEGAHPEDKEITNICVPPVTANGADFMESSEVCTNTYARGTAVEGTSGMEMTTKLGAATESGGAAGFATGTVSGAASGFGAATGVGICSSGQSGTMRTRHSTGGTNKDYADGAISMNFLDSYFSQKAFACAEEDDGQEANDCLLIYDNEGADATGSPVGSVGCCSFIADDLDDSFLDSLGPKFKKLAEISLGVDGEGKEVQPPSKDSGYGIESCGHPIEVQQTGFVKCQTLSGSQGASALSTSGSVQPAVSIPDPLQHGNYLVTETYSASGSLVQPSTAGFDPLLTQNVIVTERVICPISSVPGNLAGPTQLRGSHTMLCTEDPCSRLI
# The depositor's hits bear a star; x = no result given.
1) Cc1cc(Nc2ccc(Br)cc2)nc(-c2ccccc2O)n1
2) C/C(=C(\C#N)C(=O)NCCN1CCOCC1)N(C)C
3) COc1cccc(CNCc2cccc(OC)c2O)c1O
4) Cc1cc(C(=O)OCC(=O)NC(C)(C)C)c2ccccc2n1
5) COc1cc(/C=C/C(=O)OCC(=O)NC(=O)NC(C)(C)C)cc(OC)c1OC
6) COC(=O)[C@@]12CCCCN1[C@H](c1ccc(-c3cc(C(C)=O)cs3)cc1)[C@H]1C(=O)N(C)C(=O)[C@H]12
7) CCOC(=O)c1ccc2c(c1)n(CC)c(/C=C/N(C)c1ccccc1)[n+]2CC
8) O=C(Nc1ccccc1)Nc1ccc(Cl)nc1Cl
screen / no.,1,2,3,4,5,6,7,8
CAL PDZ FP-1,-2,-2,-2,x,-3,-8,x,2
C-LANA FP,-3.5,2.5,-1.4,0.1,1.6,1.7,-1.3,0.8
RTF Ca sens inh,5,5,2,-6,4,-7,1,8
Keap1-Nrf2 PPI,-5,5,-1,-3,5,-3,0,-3
DAGLB inh,-6,1,-1,0,1,1,-2,-2
NSD2 HMT inh,-1,-2,3,-2,0,x,22,-5
CAL PDZ FP-2,-2.2,0.7,-0.4,-0.7,-3.2,-1.1,-1.5,-1.7
Arr AP2 block,-6,3,32,29,-4,5,-5,6
V-ATPase pHluor,3,-6,3,-2,-1,-1,-3,7
DSG3 Ab inh,118,100,90,59,104,108,118,x

9) CCc1nnc(NS(=O)(=O)c2ccc(NC(=O)Nc3ccc(OC)cc3)cc2)s1
10) CCN1CCN(c2ncnc3c2c(-c2ccccc2)cn3-c2ccc(F)cc2)CC1
11) C[C@@H]1CCCCCCCCC(=O)OCCN(C(=O)OC(C)(C)C)[C@H](C)CCCCCCCCC(=O)OCCN(C(=O)OC(C)(C)C)[C@H](C)CCCCCCCCC(=O)OCCN(C(=O)OC(C)(C)C)[C@H](C)CCCCCCCCC(=O)OCCN1C(=O)OC(C)(C)C
12) CC(C)(C)n1nnnc1C(c1ccc(Cl)cc1)N(Cc1cccnc1)Cc1ccco1 (configuration not stated)
13) OCCC1CN(CC2CCCCC2)CCN1CC1CCCCC1 (configuration not stated)
14) Cc1ccc(C)c(NC2=NC3(CCCCC3)N=C(N)N2)c1
15) O=C(NCC1CCCO1)C(=O)NCC1CCCN1S(=O)(=O)c1ccccc1 (configuration not stated)
16) Cc1c(Cl)cccc1Nc1nc(N)nc(CN2CCCCCC2)n1
screen / no.,9,10,11,12,13,14,15,16
CAL PDZ FP-1,x,7,-1,-1,-1,-5,-5,-2
C-LANA FP,0.2,1.2,2.4,-0.7,5.0,-0.6,0.5,1.1
RTF Ca sens inh,-4,-3,-2,11,4,0,2,-9
Keap1-Nrf2 PPI,1,-7,-1,-4,3,-3,-4,-1
DAGLB inh,-1,1,0,-3,-3,-1,1,5
NSD2 HMT inh,0,x,x,0,-2,-2,-1,4
CAL PDZ FP-2,-1.4,-1.3,0.6,-1.7,x,-0.9,-0.8,-2.2
Arr AP2 block,-1,19,6,6,15,21,-9,2
V-ATPase pHluor,5,2,1,1,-1,-1,2,1
DSG3 Ab inh,100,104,101,114,100,105,108,x

17) O=C1NCCCC1(c1ccccc1)c1ccccc1
18) NC(=O)c1cc2c(s1)-c1cc(Cl)ccc1SC2
19) O=C(NCc1ccccn1)C1CCN(S(=O)(=O)N2CCC3(CC2)OCCO3)CC1
20) O=C(CN1C(=O)NC2(CCCCC2)C1=O)N1CCN(C(=O)c2cccs2)CC1
21) CCN1C(=O)S/C(=C/c2ccc(Oc3ccc([N+](=O)[O-])cn3)c(OC)c2)C1=O
22) COc1ccc(-c2nnn(CC(=O)N(Cc3cccs3)C(C)C(=O)NC3CCCC3)n2)cc1OC (configuration not stated)
23) O=C(c1cc(=O)c2ccccc2o1)N1CCCc2ccccc21
24) C/C=C(\C)CN1CCN(c2ccccc2)CC1
screen / no.,17,18,19,20,21,22,23,24
CAL PDZ FP-1,x,5,5,1,-3,-1,-1,-3
C-LANA FP,x,-0.8,-0.5,1.0,-0.6,1.8,0.7,0.3
RTF Ca sens inh,x,-1,-31,-11,-1,-7,-1,7
Keap1-Nrf2 PPI,x,-7,0,1,-2,1,-8,-4
DAGLB inh,-4,-2,0,2,2,1,-1,-4
NSD2 HMT inh,8,0,-2,45,6,x,0,2
CAL PDZ FP-2,x,-0.6,-0.6,-0.3,-4.3,-0.4,x,-0.5
Arr AP2 block,x,-22,6,4,-1,-9,0,0
V-ATPase pHluor,-2,0,-3,2,0,0,0,-3
DSG3 Ab inh,102,113,82,x,89,102,104,109

25) CN(C)CCCN(C(=O)c1ccco1)c1nc2c(F)cccc2s1
26) CC(Nc1cccc2ccccc12)C(=O)N/N=C/c1ccc([N+](=O)[O-])cc1 (configuration not stated)
27) COc1cc(OC)cc(C(=O)Nc2ccc3nc4n(c(=O)c3c2)CCCCC4)c1
28) CCOc1ccc(NC2=CC(=O)C(=O)c3ccccc32)cc1
29) CNC(=O)CN(c1cc(C)ccc1OC)S(=O)(=O)c1ccc(C)cc1
30) Cc1cc(C)n(CC(=O)n2c3ccccc3c3ccccc32)n1
31) Cn1ccnc1C(OC(=O)c1ccccc1)C(F)(F)F (configuration not stated)
32) Cc1cc(NC(=O)CSc2nnc(-c3ccccc3)n2C)no1
screen / no.,25,26,27,28,29,30,31,32
CAL PDZ FP-1,1,0,-4,-9,0,0,2,2
C-LANA FP,-0.9,1.8,-0.5,-2.2,0.1,0.2,-0.3,0.8
RTF Ca sens inh,-6,-1,5,2,5,6,-6,-3
Keap1-Nrf2 PPI,-5,-5,-5,-3,3,-2,0,-6
DAGLB inh,-3,-1,2,9,1,-2,0,0
NSD2 HMT inh,18,15,-2,18,3,-6,x,0
CAL PDZ FP-2,-6.0,0.3,-2.1,0.3,1.1,-0.2,-0.4,1.1
Arr AP2 block,11,3,-1,0,1,18,-9,-1
V-ATPase pHluor,1,2,-2,8,-3,-4,1,5
DSG3 Ab inh,104,99,103,91,x,108,107,101

33) NC(=O)CC(NC(=O)c1ccccc1)c1ccc(NCCN2CCOCC2)c([N+](=O)[O-])c1 (configuration not stated)
34) CC(=O)Nc1ccc2c(c1)CCC2=O
35) CCn1c(CCCc2ccc(OC)c(C)c2)n[nH]c1=S
36) COc1ccc(OC)c(C(=O)c2ccc(C(=O)Nc3ccccc3)cc2)c1
37) O=C(Cc1ccc(O)cc1)N/N=C/c1cccs1
38) COCC1CCCCN1Cc1cn(-c2ccccc2)nc1-c1ccc2c(c1)OCO2 (configuration not stated)
39) CC(NC(=O)CCSCc1ccccc1F)c1ccccc1 (configuration not stated)
40) O=C(Cc1c(C(=O)O)[nH]c2ccccc12)Nc1ccc2c(c1)OCO2
screen / no.,33,34,35,36,37,38,39,40
CAL PDZ FP-1,-1,-1,x,-3,-4,3,3,x
C-LANA FP,2.3,0.2,0.4,-1.6,0.2,3.0,-3.0,1.9
RTF Ca sens inh,2,-8,-1,2,-3,-5,-3,1
Keap1-Nrf2 PPI,-1,-2,-6,-2,-4,-3,-2,0
DAGLB inh,4,2,0,0,1,-3,-4,5
NSD2 HMT inh,x,-2,-3,1,-1,0,-2,1
CAL PDZ FP-2,-0.1,0.3,-4.0,-0.1,-2.1,-0.9,0.1,0.2
Arr AP2 block,-5,8,-2,28,21,3,14,28
V-ATPase pHluor,7,4,-2,0,3,1,-2,-3
DSG3 Ab inh,102,98,x,101,100,98,99,97

41) NCC(c1ccccc1)(c1ccccc1)c1ccccc1
42) O=C(CN1C(=O)NC2(CCOc3ccccc32)C1=O)c1ccc(Br)cc1 (configuration not stated)
43) CC(C(=O)Nc1ccc(Cl)cc1Cl)N1C(=O)NC2(CCCC2)C1=O (configuration not stated)
44) Cc1ccc(C(=O)NNC(=O)c2ccncc2)cc1[N+](=O)[O-]
45) COc1cccc(/C=C2/NC(=O)N(CC(=O)Nc3ccc(C)cc3)C2=O)c1OCc1cccc(C(=O)O)c1
46) CC(C)(C)OC(=O)N1CCCC1C(=O)N1CCCC1C(=O)N1CCCC1C(=O)O (configuration not stated)
47) CCCCN(CC(O)COc1cccc(C)c1)CC(O)COc1cccc(C)c1 (configuration not stated)
48) CCn1c(C)csc1=NC(=O)c1ccccc1O
screen / no.,41,42,43,44,45,46,47,48
CAL PDZ FP-1,-3,1,x,x,4,-4,x,-8
C-LANA FP,-1.9,-0.8,-0.8,-1.9,-0.3,1.6,-1.5,0.2
RTF Ca sens inh,1,1,-13,-6,-1,1,-10,3
Keap1-Nrf2 PPI,-8,0,-2,-2,6,-7,-2,-2
DAGLB inh,-5,0,-3,0,0,1,-8,-2
NSD2 HMT inh,2,2,3,-3,0,-1,2,-6
CAL PDZ FP-2,-0.9,-2.5,0.5,0.0,-1.0,0.3,-0.6,-2.8
Arr AP2 block,-23,27,20,5,4,-5,-4,23
V-ATPase pHluor,0,-2,5,1,-4,0,0,2
DSG3 Ab inh,102,106,121,99,x,97,x,102

49) CC12CCC(=O)N1C(C(=O)Nc1cccc(F)c1)CS2 (configuration not stated)
50) O=C(CNC(=S)NC(=O)c1ccco1)c1ccccc1
51) Cc1cn([C@H]2C[C@H](O)[C@@H](CCC(=O)NCCN3CCCCC3)O2)c(=O)[nH]c1=O
52) Cc1ccc(NC(=O)Cc2nc(CCl)cs2)cc1
53) S=C1NNC2(CC3CC2C2CCCC32)NN1 (configuration not stated)
54) O=C(Nc1ccccc1N1CCN(C(=O)c2ccc(Cl)cc2)CC1)c1cccnc1
55) N#C/C(=C\c1cccc([N+](=O)[O-])c1)C(=O)NCc1ccc(Cl)cc1
screen / no.,49,50,51,52,53,54,55
CAL PDZ FP-1,-2,-3,-1,-3,-3,-7,-5
C-LANA FP,0.7,-1.7,1.7,-0.6,-1.5,0.4,-0.8
RTF Ca sens inh,0,-5,-1,-14,-7,-3,4
Keap1-Nrf2 PPI,-4,-1,-6,-8,-1,-4,-8
DAGLB inh,-4,-2,-2,0,0,1,1
NSD2 HMT inh,0,-1,x,-3,-9,0,-2
CAL PDZ FP-2,-1.4,-0.5,0.0,2.0,-2.7,-0.8,-1.7
Arr AP2 block,-10,-1,1,17,43,3,7
V-ATPase pHluor,0,5,-2,-2,3,-1,1
DSG3 Ab inh,114,x,104,109,98,104,x

# An excerpt; the hit share may differ from the screen's.
